Assay outcomes from PubChem.
DNMT1 inh: inhibitors of human DNMT1. DNMT1 molecular beacon, Hinp1I cleavage, fluorescence. inhibition (reported as % activation of signal), % at 10 µM. 0.83% of 360,000 active; in the data active = inhibition above about 50%
NadD block: blocks S. aureus nicotinate mononucleotide adenylyltransferase; purified NadD enzyme, colorimetric absorbance read-out; inhibition, % at 20 µM; 0.78% of 360,000 active; in the data active = inhibition above about 26%; also: some compounds past the cut are filed as inactive
LMPTP inh: blocks human LMPTP phosphatase; recombinant LMPTP-A, OMFP fluorogenic substrate, fluorescence intensity; 0.22% of 360,000 active; P24666; inhibition, % at 20 µM; AID 651560;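 active = compounds that cut the enzyme signal by at least half of the control window in the single-dose screen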;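 also: plate controls were DMSO wells with enzyme plus substrate for no effect and substrate without enzyme for full effect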
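material = LMPTP-A | quantity = 0.625 nM enzyme | reagent = OMFP substrate, 400 µM final | buffer or medium = Bis-Tris pH 6.0, DTT, detergent | detection = endpoint fluorescence intensity from OMFP dephosphorylation | dosing = single 20 µM dose | read-out basis = % inhibition relative to no-enzyme and uninhibited control wells | control set = no-enzyme and uninhibited controls | timing = 50 min at room temperature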
Scp-1 inhibitor: Scp-1 (human) phosphatase inhibition | inhibition, % at 20 µM | Q9GZU7 | Recombinant Scp1, phosphopeptide, malachite green phosphate absorbance | 0.88% of 340,000 active;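 active = inhibition above about 50% at 20 µM, limit read from the data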;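 also: plate controls were DMSO wells with enzyme for no effect and wells lacking enzyme for full effect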
Target sequence (Q9GZU7 76-261 limits assumed): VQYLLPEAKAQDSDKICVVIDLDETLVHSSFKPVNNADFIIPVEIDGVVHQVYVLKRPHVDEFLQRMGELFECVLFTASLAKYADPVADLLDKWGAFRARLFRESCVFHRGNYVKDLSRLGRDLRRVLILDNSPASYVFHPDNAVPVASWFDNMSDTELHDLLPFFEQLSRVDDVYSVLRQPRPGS
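Incubation: 45 min enzyme reaction at room temperature / System: truncated SCP-1 phosphatase (76-261aa) / Reagent: Phospho 17-mer peptide substrate / Buffer or medium: Acidic Tris acetate buffer with magnesium and detergent / Signal: absorbance at 630 nm / Doses: one concentration, 20 µM, with 1.0% DMSO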
Tb MetRS inh: Trypanosoma brucei MetRS inhibition. purified T. brucei MetRS, ATP depletion, Kinase-Glo luminescence. inhibition, % at 11.9 µM. 0.4% of 360,000 active;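 active = inhibition above a per-plate cutoff of the control wells' mean inhibition plus 3 SD, cut at about 5.5% in these data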;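 also: 0% = DMSO wells median and 100% = median of wells with control inhibitor compound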
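Material: T. brucei methionyl-tRNA synthetase, purified; reagent: substrates ATP, L-methionine and bulk Escherichia coli tRNA; dosing: 11.9 µM single point; timing: 15 min plus 2 h at 25 °C; detection: luminescence of leftover ATP; evaluation: % inhibition; control set: DMSO-only wells as low control; replicates: singlicate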
Neddylation inh: inhibitors of human cullin neddylation; 0.58% of 360,000 active; P61081+Q13564; TR-FRET cullin neddylation, biochemical; calls only at 25 µM; in the data active = inhibition above about 36%
SUMO1 PPI mod: modulators of human SUMO1-mediated protein-protein interactions; SUMO1 binding to a labelled peptide, TR-FRET, 1 h; P63165; 0.33% of 360,000 active; AID 602429; inhibition, % at 20 µM; in the data active = inhibition above about 37%
Target sequence (P63165 whole entry, looked up): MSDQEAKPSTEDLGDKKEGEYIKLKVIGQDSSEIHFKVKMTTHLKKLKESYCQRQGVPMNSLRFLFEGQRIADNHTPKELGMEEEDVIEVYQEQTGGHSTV
SKN-1 inh: blocks SKN-1 activity in C. elegans; AID 624304; inhibition, % at 21.8 µM; 0.49% of 360,000 active; C. elegans VP596 Pgst-4::GFP/RFP ratio, acrylamide-induced, 24 h;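 active = interference check ratio from 0.5 to 1.5 plus GFP to RFP signal ratio inhibition reaching or exceeding a fixed threshold, cut at about 30% in these data, passing the limit was not always enough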; also: some compounds called inactive have numbers as strong as hits
NRP1-CendR mod: modulators of CendR peptide binding to human neuropilin-1. 0.85% of 360,000 active. O14786. inhibition, % at 25 µM. FAM-RPARPAR peptide binding to NRP-1, fluorescence polarization. AID 602438;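 active = inhibition or corrected inhibition above about 18%, plus a signal ratio from 0.5 to 1.5, limit read from the data, passing the limit was not always enough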; also: strong numbers were not always called active
STEP inh: blocks human striatal-enriched tyrosine phosphatase. P54829. recombinant STEP, OMFP fluorogenic substrate, fluorescence. inhibition, % at 20 µM. 0.25% of 360,000 active;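 active = inhibition at 20 µM, scaled per plate between control wells, above about 37%, limit read from the data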;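 also: 0% = DMSO with enzyme and substrate and 100% = substrate only without enzyme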
Target sequence (P54829 whole entry, looked up): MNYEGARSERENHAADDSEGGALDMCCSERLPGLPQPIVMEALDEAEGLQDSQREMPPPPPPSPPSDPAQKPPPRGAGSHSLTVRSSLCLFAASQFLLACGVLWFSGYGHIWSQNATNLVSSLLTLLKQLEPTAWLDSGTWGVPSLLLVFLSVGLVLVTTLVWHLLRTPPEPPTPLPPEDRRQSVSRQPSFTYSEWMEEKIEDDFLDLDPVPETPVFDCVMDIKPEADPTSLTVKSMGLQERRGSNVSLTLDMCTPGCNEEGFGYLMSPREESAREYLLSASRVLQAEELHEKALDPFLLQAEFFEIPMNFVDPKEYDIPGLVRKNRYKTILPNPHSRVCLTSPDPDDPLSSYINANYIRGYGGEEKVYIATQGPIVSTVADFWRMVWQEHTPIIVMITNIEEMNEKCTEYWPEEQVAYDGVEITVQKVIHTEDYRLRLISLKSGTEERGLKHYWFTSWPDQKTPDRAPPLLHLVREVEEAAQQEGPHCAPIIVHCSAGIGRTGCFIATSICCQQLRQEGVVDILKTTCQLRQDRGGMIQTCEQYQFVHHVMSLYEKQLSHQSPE
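System: STEP (striatal-enriched tyrosine phosphatase) enzyme, cell-free; medium: Bis-Tris pH 6.0 buffer with DTT, detergent; dosing: 20 µM, 1% DMSO; times: reaction 20 min, ambient temperature; detection: fluorescence, 480/540 nm; read-out basis: normalized % inhibition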
Numbers without * were called inactive; i = inactive; . = no result given. No enrichment for hits (roughly 4.6% active in at least one column).

SMILES	DNMT1 inh	NadD block	LMPTP inh	Scp-1 inhibitor	Tb MetRS inh	Neddylation inh	SUMO1 PPI mod	SKN-1 inh	NRP1-CendR mod	STEP inh
O=C(Nc1ccc2nc([C@H]3C[C@H](O)[C@@H](CO)O3)[nH]c2c1)NC(c1ccccc1)c1ccccc1	-3	0	-0.9	.	0.5	i	3	11	-2	1
Cc1nn(-c2ccccc2)c(NC(=O)c2ccccc2)c1Br	0	-1	-0.4	-3	0.3	i	-1	-9	1	-2
CCCC(/C=C/c1ccc(OC(C)=O)cc1)=C1/c2ccccc2C(=O)N1c1ccccc1	1	6	2.7	6	0.2	.	1	9	5	0
COc1ccc(/C=C(/NC(=O)c2ccc(C)cc2)C(=O)NCC2CCCO2)cc1 (stereo not drawn)	3	-1	1.7	6	-1.1	i	-3	0	9	-3
Cc1nc2cccc(C)n2c(=O)c1Cl	4	-4	-1.0	-3	-0.4	i	-14	5	6	0
COc1ccccc1CC1(C)NC(=O)N(CC(=O)N2CC(C)OC(C)C2)C1=O (stereo not drawn)	2	6	1.0	-6	0.1	i	1	-11	-3	-4
CC1(C(=O)NS(=O)(=O)c2cccc(F)c2)CCN1C(=O)Cc1ccc(-c2ccccc2)cc1 (stereo not drawn)	-4	-6	-1.6	.	0.0	i	10	-18	-6	-1
C(=C\c1ccccc1)/CN1CCN(C(c2ccnc3ccccc23)c2nnnn2C2CCCCC2)CC1 (stereo not drawn)	-8	9	0.5	.	-0.2	i	0	12	-5	4
CCCn1c(N)c(C(=O)CSc2nnc(-c3c[nH]c4ccccc34)n2C2CC2)c(=O)[nH]c1=O	45	9	-1.3	-10	0.8	i	8	18	21	3
CN(CC(=O)Nc1nc2ccccc2s1)S(=O)(=O)c1ccc(Cl)cc1	-10	1	2.9	-13	-0.2	i	3	36*	7	-2
CC1CCC(NC(=O)COc2ccc(C(=O)c3ccccc3)cc2)CC1 (stereo not drawn)	1	-3	1.6	-5	-1.2	i	0	1	1	1
CCN1C[C@@H]2[C@@H]3C(=O)N(Cc4ccccc4)C(=O)[C@@H]3[C@](C)(C1=O)N2C(=O)c1ccc(Cl)c(Cl)c1	-4	1	-0.6	-2	-0.1	i	4	14	7	3
Cc1ccccc1N1C(=O)[C@@H]2Cc3ccccc3CN2C1=O	-1	3	-1.2	-7	-0.6	i	1	17	3	0
CC(OC(=O)CNC(=O)c1ccc2c(c1)OCO2)C(=O)NCCC1=CCCCC1 (stereo not drawn)	2	-2	0.3	-2	0.3	i	-3	-19	4	4
COc1cc(OC)cc(C(=O)N2CCN(Cc3ccc4c(c3)OCO4)CC2)c1	1	-2	-0.7	-6	0.1	i	8	21	7	1
CCCCC(=O)Nc1ncc2c(n1)CC(C)(C)CC2=O	1	-3	-1.4	-9	-0.7	i	2	-13	10	0
Cc1nnc(SCc2ccccc2C#N)n1-c1ccccc1	1	1	0.5	-7	0.2	i	2	17	11	3
Cc1cccc2nc(CSc3nc4ccc([N+](=O)[O-])cc4[nH]3)cn12	4	-3	2.6	-5	-0.1	i	-17	8	-4	2
CCc1cc(=O)oc2cc(OCC(=O)N3CCC[C@H]3C(=O)O)ccc12	0	-6	0.4	12	-1.9	i	2	-6	6	0
Cc1cc([N+](=O)[O-])ccc1NS(=O)(=O)c1ccccc1	3	-2	-0.9	-12	0.2	i	-13	17	6	-1
CC(=O)Nc1ccc(S(=O)(=O)N(C)CC(=O)NC2=NCCS2)cc1	1	3	-0.4	-8	-0.5	i	-2	2	10	3
CCCCN1C(=O)/C(=C2/C=CC=CN2C)SC1=S	3	-2	1.0	-4	-0.2	i	-30	14	-10	4
COc1cc(OC)cc(-c2cc3nc(C)c(CCC(=O)O)c(C)n3n2)c1	-1	-4	-0.8	7	-0.7	.	19	-9	8	2
Cc1nc(Cl)sc1C(=O)Nc1ccc(Cl)cc1	3	-4	0.3	-10	-0.8	i	2	20	0	7
Cc1ccc(/C=C/S(=O)(=O)NCC(=O)OCC(=O)Nc2ccc(C(N)=O)cc2)cc1	0	-3	-0.5	5	-0.1	i	0	-10	-10	1

The final six compounds of the part before open the next one.
SMILES	DNMT1 inh	NadD block	LMPTP inh	Scp-1 inhibitor	Tb MetRS inh	Neddylation inh	SUMO1 PPI mod	SKN-1 inh	NRP1-CendR mod	STEP inh
Cc1cc([N+](=O)[O-])ccc1NS(=O)(=O)c1ccccc1	3	-2	-0.9	-12	0.2	i	-13	17	6	-1
CC(=O)Nc1ccc(S(=O)(=O)N(C)CC(=O)NC2=NCCS2)cc1	1	3	-0.4	-8	-0.5	i	-2	2	10	3
CCCCN1C(=O)/C(=C2/C=CC=CN2C)SC1=S	3	-2	1.0	-4	-0.2	i	-30	14	-10	4
COc1cc(OC)cc(-c2cc3nc(C)c(CCC(=O)O)c(C)n3n2)c1	-1	-4	-0.8	7	-0.7	.	19	-9	8	2
Cc1nc(Cl)sc1C(=O)Nc1ccc(Cl)cc1	3	-4	0.3	-10	-0.8	i	2	20	0	7
Cc1ccc(/C=C/S(=O)(=O)NCC(=O)OCC(=O)Nc2ccc(C(N)=O)cc2)cc1	0	-3	-0.5	5	-0.1	i	0	-10	-10	1
COc1cc(Cl)c(C)cc1NC(=O)CCCn1c(=O)oc2ccccc21	6	-4	0.1	1	-1.4	i	-5	-14	-5	-2
CCO/C(C)=N/n1c2nc3ccccc3nc2c2c(=O)n(Cc3ccccc3Cl)c(C)nc21	0	11	2.1	-7	-0.1	i	-14	5	-32	0
CC1CCCN(C(=O)/C(=C/c2ccco2)NC(=O)c2ccccc2)C1 (stereo not drawn)	3	-2	-0.8	-2	-0.4	i	-5	24	-23	3
CC(C)Cc1ccc(C(C)C(=O)N2CCOCC2)cc1 (stereo not drawn)	-1	-25	-1.3	0	-0.5	i	-5	-32	-14	-2
CC(C(=O)NCC1CCCO1)n1cccc1C(=O)c1ccccc1 (stereo not drawn)	0	2	-1.5	6	-0.4	i	2	-12	10	1
O=C(Cn1cc(-c2ccccn2)nn1)NS(=O)(=O)c1cccc(OC(F)F)c1	2	-3	-2.2	.	-0.2	i	2	6	2	-2
COC(=O)c1ccc(NC(=O)CCS(=O)(=O)c2ccc(Br)cc2)cc1	29	6	-1.5	47	-0.1	i	12	4	2	3
O=C(NC1CCCCCCC1)c1cc(-c2ccccn2)nc2ccccc12	1	5	1.0	-2	-0.2	i	-8	0	-2	-1
Cc1ccc(-c2nn(CC(=O)N(C)C)c(=O)c3ccccc23)cc1S(=O)(=O)N(C)C	0	3	-2.3	-17	-1.0	i	-1	2	4	-3
COC(=O)Cc1[nH]nc2c1C1(CCSCC1)C(C#N)=C(N)O2	-2	1	0.6	0	-0.5	i	-5	6	-11	-1
COC(=O)c1ccc(/C=N/NC(=S)NC(C)C)cc1	-1	-5	-0.2	-7	-0.4	i	10	5	-8	1
COC(=O)N1C(=O)[C@](Cc2ccccc2)(c2ccccc2)N1C(=O)OC	12	-1	-0.7	-4	-0.2	i	-5	-5	6	-4
O=C(NCc1ccc(Cl)cc1)c1noc2c1CCCCC2	-1	-7	0.6	0	-0.2	i	0	9	3	-2
Cc1cccc(C2=NN(c3ccc(Br)cc3)[C@@H](C(=O)N3CCOC3=O)[C@@H]2C)c1	-3	3	4.5	-4	0.4	.	3	22	-10	-3
COC(=O)c1ccccc1NC(=O)COC(=O)c1cccnc1	2	5	-1.0	3	-0.9	i	4	-8	1	1
C/C=C/C(=O)Nc1ccc(N2CCN(c3ccc(C(F)(F)F)cn3)CC2)nc1	5	0	21	5	-0.1	i	1	5	7	79*
CCOc1ccc(C(CC(=O)O)NC(=O)C(Sc2ccccc2)c2ccccc2)cc1 (stereo not drawn)	4	2	-1.1	-3	-1.5	i	2	4	6	-2
C=CCN(CC=C)CC(O)Cn1c2ccccc2c2ccccc21 (stereo not drawn)	1	-8	-0.5	-5	-0.4	i	-5	6	-4	2
CCOC(=O)C1CCCN(Cc2c(Cl)cccc2Cl)C1 (stereo not drawn)	0	-4	-1.5	1	-0.4	i	-1	2	-4	2
O=C(/C=C/[C@H]1O[C@@H](n2cnc3c(NC(=O)c4ccccc4)ncnc32)[C@H](O)[C@@H]1O)NCc1ccccc1	28	-3	-1.6	.	-0.2	i	3	-1	5	1
N#Cc1nc(-c2cccs2)oc1NCc1ccco1	4	1	0.0	-5	0.0	.	-5	12	1	1
Nc1cc2c(cc1N)-c1ccccc1C2	-28	18	3.9	1	-0.1	i	-14	19	1	3
COc1ccc(CNc2ccc3c(c2)ncn3-c2ccccc2OC)cc1	-12	0	2.3	-5	-0.9	i	-3	2	3	-1
Cc1cccc2nc(CNC(=O)C3CCC(=O)N(Cc4ccccc4F)C3)cn12 (stereo not drawn)	0	-3	-0.4	-6	-0.3	i	-3	8	-9	3
COc1ccc(N(CC(=O)NCc2ccccc2Cl)S(=O)(=O)c2c(C)n[nH]c2C)cc1	-5	-7	-0.8	6	-0.5	i	0	9	1	-6
C=CCN1C(=O)/C(=C/N(C)C)S/C1=N\S(=O)(=O)c1cccs1	-1	0	-1.3	.	-0.3	i	-21	-1	-7	4
CC1CCN(C(=O)COC(=O)c2cc([N+](=O)[O-])ccc2N2CCOCC2)CC1	1	-7	-0.3	-4	-0.4	i	-36	-5	1	1
CCOc1ccc(NC(=O)CN(C)C(=O)CSCc2c(C)noc2C)cc1OCC	1	-1	0.5	-6	-0.3	i	-3	12	5	-2
